Bioassay records (PubChem)
DAX1 inh-1 – NR0B1 (DAX1) inhibition | P51843 | HEK293 Gal4-DAX1 luciferase reporter, luminescence | inhibition, % at 6.75 µM | hit rate 0.99% among 340,000 | AID 504766;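 active means inhibition above the mean over all tested compounds plus 3 SD, cut at about 4.2% in these data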;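 further: 0% = DAX1-transfected cells with DMSO and 100% = empty-vector control cells with DMSO; inhibition shows as a rise in luminescence from relieved DAX1 repression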
Target sequence (P51843 207-470 limits assumed): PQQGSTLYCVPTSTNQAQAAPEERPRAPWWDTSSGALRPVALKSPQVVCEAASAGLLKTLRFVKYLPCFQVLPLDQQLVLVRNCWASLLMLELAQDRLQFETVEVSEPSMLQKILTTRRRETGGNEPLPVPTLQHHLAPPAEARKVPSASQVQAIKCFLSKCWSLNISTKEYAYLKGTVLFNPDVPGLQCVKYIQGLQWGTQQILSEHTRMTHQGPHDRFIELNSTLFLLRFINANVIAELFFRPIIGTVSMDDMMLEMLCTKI
GC-A act – GC-A (human) enzyme activation. hit rate 0.14% among 370,000. AID 1671463. activation, % at 10 µM. HEK293 GC-A cells, cGMP TR-FRET, EC30 ANP; 0% at EC30 ANP, 100% saturating ANP. P16066; in the data active means activation above about 40%
hcDAF-12 act – activators of H. contortus DAF-12 nuclear receptor; hit rate 1.4% among 370,000; AID 652067; HEK293 hcDAF-12 lit1-tk-luc reporter, luminescence; 0% DMSO, 100% Δ7-dafachronic acid; activation, % at 6.8 µM;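 active means activation above the mean of all tested compounds plus 3 SD, cut at about 5.5% in these data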;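 further: 100% = response to 3 µM Δ7-dafachronic acid high control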
ssDAF-12 act – activates DAF-12 receptor from parasite S. stercoralis. hit rate 1% among 370,000. HEK293 ssDAF-12/GRIP1 lit1-tk-luc reporter, luminescence; % of 3 µM dafachronic acid response. activation, % at 6.8 µM. AID 652126;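 active means activation above the mean over all tested compounds plus 3 SD, cut at about 0.9% in these data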;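 further: 0% = DMSO-only wells and 100% = 3 µM delta7-dafachronic acid wells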
DAX1 inh-2 – inhibitors of DAX1 repression of SF-1 activated StAR promoter | HEK293T StAR-luciferase reporter, SF-1/DAX-1 repression relief | inhibition, % at 6.8 µM | hit rate 1.1% among 370,000 | AID 652010;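 active means inhibition above the mean over all tested compounds plus 3 SD, cut at about 3.6% in these data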;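 further: 0% = DAX-1 cells with DMSO and 100% = cells lacking DAX-1 with DMSO; higher inhibition means more luminescence from relief of DAX-1 repression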
ADAM10 inh – ADAM10 inhibition, QFRET primary screen. hit rate 0.62% among 370,000. inhibition, % at 7 µM. AID 720582. O14672. recombinant ADAM10, EDANS/DABCYL FRET peptide cleavage, 3 h;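 active means inhibition above a per-campaign cutoff equal to the mean of compounds falling between control-based bounds plus 3 SD, cut at about 20% in these data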;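 further: 0% = DMSO wells while the 100% control is not disclosed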
ADAM17 inh – ADAM17 inhibition, QFRET primary screen. recombinant ADAM17, EDANS/DABCYL FRET peptide cleavage. P78536. inhibition, % at 6.95 µM. hit rate 0.83% among 370,000. AID 720648;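 active means inhibition above the mean of compounds lying between control limits plus 3 SD, set per campaign, cut at about 8.5% in these data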;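 further: 0% = DMSO-only wells as the low control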
Target sequence (P78536 215-824 limits assumed): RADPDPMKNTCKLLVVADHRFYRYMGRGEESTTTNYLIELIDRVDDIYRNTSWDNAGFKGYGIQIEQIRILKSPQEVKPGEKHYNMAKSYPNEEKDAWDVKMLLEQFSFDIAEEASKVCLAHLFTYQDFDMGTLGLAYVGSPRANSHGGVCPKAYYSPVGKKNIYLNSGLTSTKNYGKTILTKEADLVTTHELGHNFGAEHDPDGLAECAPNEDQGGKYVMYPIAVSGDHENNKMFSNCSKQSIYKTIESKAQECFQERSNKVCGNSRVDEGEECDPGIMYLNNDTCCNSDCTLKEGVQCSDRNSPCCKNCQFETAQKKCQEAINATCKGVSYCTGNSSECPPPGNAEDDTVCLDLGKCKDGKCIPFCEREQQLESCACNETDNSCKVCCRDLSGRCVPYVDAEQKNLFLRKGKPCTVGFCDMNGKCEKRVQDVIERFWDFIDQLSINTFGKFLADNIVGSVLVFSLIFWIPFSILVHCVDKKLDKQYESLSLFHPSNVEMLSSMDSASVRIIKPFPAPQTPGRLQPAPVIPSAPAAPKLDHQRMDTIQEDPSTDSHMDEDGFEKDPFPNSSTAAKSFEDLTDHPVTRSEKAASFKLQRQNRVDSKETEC
PG9 binder – PG9 antibody binding by small molecule; TR-FRET gp120-PG9 antibody binding; inhibition, % at 6.7 µM; hit rate 0.43% among 360,000; in the data active means inhibition above about 8.5%
GAA850 FXN act – activators of GAA850 frataxin (FXN) promoter; activation, % at 6 µM; HEK293 lucGAA850 FXN promoter luciferase reporter, 24 h; percent of 10 µM SAHA response; hit rate 0.56% among 360,000;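 active means activation above the average of all compounds screened plus 3 SD, cutoff fixed separately per campaign, cut at about 7.5% in these data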;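 further: 0% = DMSO wells and 100% = 10 µM SAHA wells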
hgDAF12 agonist – hgDAF-12 agonism, primary luciferase screen; hit rate 1.8% among 370,000; activation, % at 6.8 µM; HEK293 GAL4-hgDAF12 UAS-luciferase reporter, agonist luminescence; normalized to butyrate control;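 active means activation above a cutoff set at the mean of all screened compounds plus 3 SD, cut at about 10% in these data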;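 further: 0% = DMSO wells and 100% = sodium butyrate wells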
SMARCA2 act – SMARCA2 function activation, primary screen | AID 652017 | MG213 cells, MMTV-luciferase reporter, dexamethasone, overnight | hit rate 1% among 370,000 | activation, % at 9.1 µM; in the data active means activation above about 7.8%;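 further: 0% = vehicle wells and 100% = reference activator wells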
Numbers without * were called inactive; · = no result given. Compounds as they come. Share with any hit: about 6.8%.

The line under a structure holds: DAX1 inh-1, GC-A act, hcDAF-12 act, ssDAF-12 act, DAX1 inh-2, ADAM10 inh, ADAM17 inh, PG9 binder, GAA850 FXN act, hgDAF12 agonist, SMARCA2 act
- C/C(=N\NC(=O)c1cccc(F)c1)c1ccc(NC(=O)Cc2ccccc2)cc1
→ -0.9, 1, 6.4*, 0.5, 7.0*, 3, -3, -0.2, -1.4, 14*, 2
- C[C@H](NC(=O)c1nc[nH]c1C(=O)NCCCCCNC(=O)OC(C)(C)C)C(=O)OC(C)(C)C
→ -2.2, 3, -2.6, -1.6, -1.6, 5, -1, -3.5, -2.0, -6.0, 0
- COC(=O)c1cc(S(=O)(=O)Nc2cccc(-c3ccno3)c2)c[nH]1
→ -1.0, 0, -3.0, -2.1, -2.4, -9, -3, -0.1, 0.8, -3.1, -3
- C/C(O)=c1/cnc2nc3ccccc3n2c1=O
→ -0.7, 0, -1.0, -1.1, 0.6, -229, -45, -0.5, -0.9, 3.2, -1
- CCC(C)n1[nH]c(=O)cc1N (stereo not drawn)
→ -0.6, 2, -3.4, -1.5, -0.4, -1, 0, 2.0, -0.6, 1.8, -3
- O=P(Cc1cccc[n+]1[O-])(c1ccccc1)c1ccccc1
→ -0.4, -1, -0.8, -1.0, -0.2, -10, -3, 0.6, -1.8, 4.8, 3
- C=CCNC(=O)/C(C#N)=C/c1ccc(C)o1
→ -0.8, 0, -1.8, -0.9, -0.3, -1, 2, 0.3, 1.5, 2.4, 1
- CCCCNC(=O)CC1SC(=NCC)N(CC)C1=O (stereo not drawn)
→ 0.5, 1, -2.2, -0.6, 0.2, 5, -5, -0.8, -0.7, -0.4, -2
- COCC(C)n1c(SCC(=O)Nc2nccs2)nc2ccccc2c1=O (stereo not drawn)
→ 0.0, 0, -2.0, -1.7, -0.6, 1, -1, -0.5, -0.9, 0.4, -1
- Nc1nnn(CC(=O)N/N=C/c2ccncc2)n1
→ ·, 2, -1.1, -0.6, -0.2, -20, 1, 0.1, 1.3, -1.9, -1

Next section
The line under a structure holds: DAX1 inh-1, GC-A act, hcDAF-12 act, ssDAF-12 act, DAX1 inh-2, ADAM10 inh, ADAM17 inh, PG9 binder, GAA850 FXN act, hgDAF12 agonist, SMARCA2 act
- Cc1ccc(NC(=O)CSc2nnc(C3CC3)n2N)cc1S(=O)(=O)N1CCOCC1
→ 0.9, 1, -0.7, -1.8, -0.2, 14, 1, 0.2, -0.6, 0.5, -2
- CN(C)S(=O)(=O)c1cc(C(=O)NCCCn2ccc3ccccc32)ccc1Cl
→ -0.7, 2, 1.0, -0.9, -0.4, -12, -2, 1.5, -1.0, -1.9, -3
- COc1ccccc1NS(=O)(=O)c1ccc(C)c(NS(=O)(=O)c2cc(C(=O)O)cc(C)c2C)c1
→ 1.1, -3, -0.5, -1.0, -1.4, -2, -7, 0.8, 0.1, 2.3, 5
- CCCCCCCCNC(=O)C1CSCCS(=O)(=O)N1Cc1ccccc1 (stereo not drawn)
→ ·, -3, -0.4, -0.9, -0.6, -4, -2, ·, ·, 0.8, 1
- COc1cc(C2C(C#N)=C(N)Oc3c2ccc2ccccc32)ccc1OCC(=O)Nc1cccc(C)c1 (stereo not drawn)
→ 0.3, -4, -0.8, -1.4, -0.1, 3, 2, -2.5, -0.3, 0.3, -1
- O=S(=O)(c1ccccc1)N(CC(O)Cn1c2ccccc2c2ccccc21)c1ccccc1 (stereo not drawn)
→ -0.3, -14, 0.2, -1.9, -0.2, 13, 14*, -1.1, -2.5, -4.1, -2
- N#CCSc1nc2sc3c(c2c(=O)n1C1CCCCC1)CCCC3
→ 0.5, -2, -0.4, -1.2, -0.4, -3, -5, -0.9, 1.2, 0.3, 0
- COc1ccc(C2NC(c3ccc(OC)cc3)C([N+](=O)[O-])C(C)(C)C2[N+](=O)[O-])cc1 (stereo not drawn)
→ -0.8, 4, 1.2, -1.0, 0.1, 2, 4, -2.8, -0.5, 0.4, 2
- CCOC(=O)C1CN(S(=O)(=O)c2ccc(OC)cc2)c2cc(Cl)ccc2O1 (stereo not drawn)
→ -0.2, -4, -0.7, -1.4, 0.5, -22, 2, 0.5, 0.3, 1.1, -2
- COC(=O)c1cn(Cc2cccc(C)c2)nn1
→ -0.7, 0, 0.3, -1.5, 0.4, -5, -2, -0.5, 0.0, -1.6, -1

(more compounds)
The line under a structure holds: DAX1 inh-1, GC-A act, hcDAF-12 act, ssDAF-12 act, DAX1 inh-2, ADAM10 inh, ADAM17 inh, PG9 binder, GAA850 FXN act, hgDAF12 agonist, SMARCA2 act
- O=C(CSc1nnc2c(n1)[nH]c1ccccc12)N1CCCCC1
→ 0.8, -1, -1.1, -1.5, -0.8, 0, -2, -1.3, -4.2, -3.2, -3
- O=C(Nc1ccc(OCC(=O)N2CCOCC2)cc1)c1cncc(Br)c1
→ -1.4, 4, 0.4, -1.9, 0.0, 1, 2, -2.9, -6.9, 5.6, -2
- O=C(Nc1ccc(N2CCOCC2)cc1)c1cccc2c(-c3ccc(F)c(F)c3)coc12
→ ·, 4, -1.5, -1.0, -0.5, -1, -3, 0.4, 1.7, -0.4, -2
- CCc1ccc(OCCSc2nc3ccccc3n2CC(=O)O)cc1
→ 2.2, 1, 0.8, -1.5, 0.1, -1, -1, -2.6, 1.4, 0.7, 1
- CCOC(=O)C(=O)Nc1ccccc1C(=O)Nc1ccc(OC)cc1
→ 0.9, 4, 0.4, -0.8, 1.4, 3, 1, 1.0, 3.3, 0.1, 9.1*
- Cc1cccc(-n2c(C)nc3sccc3c2=O)c1
→ -0.2, -2, -2.0, -0.8, -0.9, -6, -2, -0.1, 1.2, -1.9, -2
- CSc1nc2n(n1)C(C)C1=C(CCCC1=O)N2 (stereo not drawn)
→ -1.0, -2, -0.5, -1.6, 1.6, -61, -17, -2.4, 1.3, 0.0, -1
- Cc1ccc(S(=O)(=O)N2C[C@@]3(O)Cn4c(=O)ccc(=O)n4C[C@@]3(OC(=O)NCC3CCCCC3)C2)cc1
→ ·, 1, -0.1, -0.9, 0.8, 1, 0, -0.2, ·, 1.8, 7
- O=C(NCCc1ccccc1)c1cccc([N+](=O)[O-])c1
→ 0.9, 7, 1.2, -1.0, 1.5, 5, 0, -2.7, 2.6, 8.5, 2
- O=C(c1ccco1)N1CCN(S(=O)(=O)c2cccc(C(F)(F)F)c2)CC1
→ -1.5, 1, -0.4, -1.0, 0.1, 7, -3, 1.3, 3.3, -1.9, 1

Next part:
The line under a structure holds: DAX1 inh-1, GC-A act, hcDAF-12 act, ssDAF-12 act, DAX1 inh-2, ADAM10 inh, ADAM17 inh, PG9 binder, GAA850 FXN act, hgDAF12 agonist, SMARCA2 act
- O=C(O)c1cccc(NC(=O)C2C3C=CC(C3)C2C(=O)OCC(F)(F)C(F)F)c1 (stereo not drawn)
→ -0.1, 5, -0.8, -1.0, -0.7, 4, -1, -3.3, -1.2, 2.0, 0
- Cc1nnc(N2CCc3ccccc3C2)[nH]c1=O
→ 1.0, -1, -0.9, -0.6, -0.3, -6, 2, -0.7, -1.8, 0.2, 0
- CCCCN(C(=O)c1ccccc1Cl)C(CC(C)C)c1nc2ccccc2[nH]1 (stereo not drawn)
→ ·, -10, -0.1, -0.9, -1.4, 9, 5, 0.1, ·, -1.7, -4
- CC1CCCC(C)N1S(=O)(=O)c1ccc(Cl)cc1 (stereo not drawn)
→ 4.7*, 1, -1.9, -1.7, 0.0, -2, 0, -0.5, 0.4, -1.1, 3
- Cn1c(=O)c2c(ncn2CC(=O)N/N=C/C=C/c2ccccc2)n(C)c1=O
→ -0.5, 2, -0.9, -1.2, -0.1, -6, -1, -2.7, 0.8, -0.6, -1
- COc1ccc(Cl)cc1NC(=O)CSc1nncn1-c1cccnc1
→ -0.9, 4, -1.8, -0.7, -0.5, 7, -5, 2.2, -0.8, -1.0, -1
- N#CCC(=O)NCCCc1ccccc1
→ 0.5, -1, -1.6, -1.3, -0.2, -10, -2, 1.0, -1.5, 0.4, -5
- Cc1ccc2nc(SCC(=O)NCC3CCCO3)c(C#N)cc2c1 (stereo not drawn)
→ -0.4, 1, 0.9, -1.3, 0.3, -6, -4, 13*, 3.5, 2.4, 1
- CNC(=O)/C(C#N)=C/c1cn(CC(=O)OC)c2ccccc12
→ -0.9, 2, 1.3, -1.4, -0.2, -1, -10, -1.7, 0.3, -0.3, -7
- COc1ccc(OCc2cc(C(=O)N3CCCN(C(C)=O)CC3)no2)c(Cl)c1
→ 0.4, 5, 0.5, -0.9, 0.2, 7, 0, 0.9, 1.9, 2.1, 4
- Cn1nnc(NC(=O)CSc2ncn[nH]2)n1
→ 2.8, 5, -1.5, -1.0, -0.4, -3, -5, 1.6, 0.8, -1.7, -2
- Cc1ccc2nsnc2c1S(=O)(=O)N(Cc1cc2cccc(C)c2[nH]c1=O)CC1CCCO1 (stereo not drawn)
→ 1.4, 0, 2.2, 0.7, -0.5, 1, -5, 0.2, -3.2, 0.3, -3
- CC(=O)c1cc(-c2ccccc2-c2ccccc2)c(=O)n2c1CCC2
→ ·, 0, -1.3, -1.8, 0.1, -7, -8, ·, ·, -1.3, -2

Some of these compounds in order of molar mass, high to low.
The line under a structure holds: DAX1 inh-1, GC-A act, hcDAF-12 act, ssDAF-12 act, DAX1 inh-2, ADAM10 inh, ADAM17 inh, PG9 binder, GAA850 FXN act, hgDAF12 agonist, SMARCA2 act
- Cc1ccc2nsnc2c1S(=O)(=O)N(Cc1cc2cccc(C)c2[nH]c1=O)CC1CCCO1 (stereo not drawn)
→ 1.4, 0, 2.2, 0.7, -0.5, 1, -5, 0.2, -3.2, 0.3, -3
- O=C(O)c1cccc(NC(=O)C2C3C=CC(C3)C2C(=O)OCC(F)(F)C(F)F)c1 (stereo not drawn)
→ -0.1, 5, -0.8, -1.0, -0.7, 4, -1, -3.3, -1.2, 2.0, 0
- CCCCN(C(=O)c1ccccc1Cl)C(CC(C)C)c1nc2ccccc2[nH]1 (stereo not drawn)
→ ·, -10, -0.1, -0.9, -1.4, 9, 5, 0.1, ·, -1.7, -4
- O=C(c1ccco1)N1CCN(S(=O)(=O)c2cccc(C(F)(F)F)c2)CC1
→ -1.5, 1, -0.4, -1.0, 0.1, 7, -3, 1.3, 3.3, -1.9, 1
- COc1ccc(Cl)cc1NC(=O)CSc1nncn1-c1cccnc1
→ -0.9, 4, -1.8, -0.7, -0.5, 7, -5, 2.2, -0.8, -1.0, -1
- Cn1c(=O)c2c(ncn2CC(=O)N/N=C/C=C/c2ccccc2)n(C)c1=O
→ -0.5, 2, -0.9, -1.2, -0.1, -6, -1, -2.7, 0.8, -0.6, -1
- Cc1ccc2nc(SCC(=O)NCC3CCCO3)c(C#N)cc2c1 (stereo not drawn)
→ -0.4, 1, 0.9, -1.3, 0.3, -6, -4, 13*, 3.5, 2.4, 1
- CC(=O)c1cc(-c2ccccc2-c2ccccc2)c(=O)n2c1CCC2
→ ·, 0, -1.3, -1.8, 0.1, -7, -8, ·, ·, -1.3, -2
- CC1CCCC(C)N1S(=O)(=O)c1ccc(Cl)cc1 (stereo not drawn)
→ 4.7*, 1, -1.9, -1.7, 0.0, -2, 0, -0.5, 0.4, -1.1, 3
- Cn1nnc(NC(=O)CSc2ncn[nH]2)n1
→ 2.8, 5, -1.5, -1.0, -0.4, -3, -5, 1.6, 0.8, -1.7, -2
- N#CCC(=O)NCCCc1ccccc1
→ 0.5, -1, -1.6, -1.3, -0.2, -10, -2, 1.0, -1.5, 0.4, -5
